RAD54 inh – inhibitors of human RAD54 branch migration, primary screen, biochemical, fluorescence, single point; DNA repair and recombination protein RAD54-like (Homo sapiens), Q92698; RAD54 Holliday junction branch migration, FAM/BHQ fluorescence; inhibition, % at 10.4 µM; actives 0.14% (n = 360,000);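 active = mean normalized replicate activity at least 40 and at least half of replicates scoring 40 or more; inconclusive = only one of the two criteria met; inactive = mean below 40 and under half of replicates reaching 40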;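 also: 0% = median of neutral control wells and 100% = median of positive control wells; inhibitors cause a drop in the FAM fluorescence signal; in these data hits start at about 50%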
ARNT TACC3 PPI – disruptors of ARNT/TACC3 protein interaction, primary screen, biochemical, AlphaScreen, single concentration. AlphaScreen His-ARNT PAS-B/GST-TACC3 binding, luminescence; TACC3 fragment carries E629A point mutation. inhibition, % at 9.99 µM. actives 0.66% (n = 390,000). AID 623870, 2012;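 active = mean inhibition of replicates at least 50% and at least half of replicates each reaching 50%; inconclusive = half or more replicates reach 50% but mean below 50%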;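 also: 0% = complete ARNT plus TACC3 wells and 100% = ARNT alone without TACC3; many hits fall short of the cut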
E-sel inducer – E-selectin induction in HUVECs, primary screen, imaging, HUVEC, immunofluorescence imaging, single point | P16581 | normalized: neutral wells 0, TNF-alpha wells 100 | activation, % at 7.58 µM | actives 0.37% (n = 260,000);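 active = mean E-selectin-positive cell signal at least 10% of the positive control, reached in at least 60% of replicates, without over 20% cell loss; inconclusive = no rule given, readout overlaps actives, possibly toxicity-flagged; inactive = the rest, including those meeting only one limit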;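 also: in these data hits start at about 27%; measured in HUVEC primary endothelial cells; signal is the percent of cells scored E-selectin positive by PE staining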
Target sequence (P16581 whole entry, looked up): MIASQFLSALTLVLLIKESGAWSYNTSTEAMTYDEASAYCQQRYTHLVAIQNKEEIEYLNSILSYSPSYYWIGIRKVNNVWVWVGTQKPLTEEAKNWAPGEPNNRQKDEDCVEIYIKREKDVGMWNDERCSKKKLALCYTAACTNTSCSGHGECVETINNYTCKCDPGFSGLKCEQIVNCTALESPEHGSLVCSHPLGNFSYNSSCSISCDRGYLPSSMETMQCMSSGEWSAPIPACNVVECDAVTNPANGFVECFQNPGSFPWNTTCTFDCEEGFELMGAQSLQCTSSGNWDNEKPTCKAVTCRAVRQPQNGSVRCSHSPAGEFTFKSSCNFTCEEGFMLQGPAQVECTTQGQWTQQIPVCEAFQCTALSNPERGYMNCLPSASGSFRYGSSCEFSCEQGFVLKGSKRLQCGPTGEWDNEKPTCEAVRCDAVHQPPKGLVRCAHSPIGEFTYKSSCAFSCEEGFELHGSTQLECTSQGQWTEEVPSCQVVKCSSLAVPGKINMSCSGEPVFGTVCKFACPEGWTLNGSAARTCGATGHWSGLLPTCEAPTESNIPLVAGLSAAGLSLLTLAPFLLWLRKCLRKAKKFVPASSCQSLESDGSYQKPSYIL
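Read-out basis: % PE-positive cells; Test system: HUVEC primary endothelial cells; Technique: immunofluorescence imaging; Dosing: single-point compound dose.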
Casp6 inh – human caspase-6 inhibitors, primary screen, biochemical, VEID-R110 fluorescence, single point, set 2. purified caspase-6, Z-VEID-R110 cleavage fluorescence. inhibition, % at 12.5 µM. actives 0.53% (n = 350,000). AID 686996, 2013;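 active = mean inhibition across replicates at least about 35%, with every replicate also reaching that limit, limit read from the data; inconclusive = only one of the two criteria met; inactive = neither criterion met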;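 also: 0% = median of neutral control wells and 100% = no fluorescence left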
Target sequence (P55212 24-179 limits assumed): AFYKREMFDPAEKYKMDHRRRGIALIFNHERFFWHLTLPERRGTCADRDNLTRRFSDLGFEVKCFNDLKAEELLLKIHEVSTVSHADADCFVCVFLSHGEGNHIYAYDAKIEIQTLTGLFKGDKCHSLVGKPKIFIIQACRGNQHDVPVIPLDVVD
Target sequence (P55212 194-293 limits assumed): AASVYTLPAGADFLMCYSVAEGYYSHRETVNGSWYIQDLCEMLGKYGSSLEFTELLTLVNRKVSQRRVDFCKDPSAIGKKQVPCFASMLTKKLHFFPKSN
RAD52 inh – RAD52 DNA annealing inhibitors, primary screen, biochemical, FRET, single point, set 2. DNA repair protein RAD52 homolog (Homo sapiens), P43351. recombinant RAD52 DNA annealing, FRET fluorescence. inhibition, % at 18.7 µM. actives 0.46% (n = 360,000). AID 651710, 2012;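 active = every replicate showing at least 50% inhibition; inconclusive = mean inhibition at least 50% but not in every replicate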
PglD inh – C. jejuni PglD acetyltransferase inhibitors, primary screen, biochemical, DTNB colorimetric, single point | UDP-N-acetylbacillosamine N-acetyltransferase PglD (Campylobacter jejuni) | purified PglD enzyme, DTNB colorimetric CoA detection | inhibition, % at 12.5 µM | actives 0.098% (n = 360,000) | AID 602405, 2012; in the data active = inhibition above about 16%, passing the limit was not always enough; inconclusive = no clear call, values can overlap the other calls; also: strong numbers were not always called active
ERp5 inh – inhibitors of ERp5-driven insulin aggregation, primary screen, biochemical, turbidity, absorbance 650 nm, single point | actives 0.05% (n = 350,000) | 90 min | inhibition, % at 9.99 µM | AID 651711, 2012;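 active = mean replicate inhibition above about 25%, with every replicate also reaching it, limit read from the data, passing the limit was not always enough; inconclusive = only one of those two criteria met; inactive = neither criterion met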
esBAF inh – Bmi1 luciferase reporter increase in mESCs, primary screen, esBAF inhibitor project, mouse ES cells, Bmi1 luciferase knock-in, single point; 24 h; 100% = twice the neutral-well signal; reporter increase, % at 12.5 µM; actives 2% (n = 350,000); in the data active = activation above about 40%; inconclusive = no clear call, values can overlap the other calls;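 also: 0% = median of the plate's neutral control wells and 100% = double that signal; a rise in the Bmi1 reporter signal indicates esBAF inhibition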
The depositor's hits bear a star; u = inconclusive; x = no result given. Hits appear at their usual frequency; overall some 3.2% were active at least once.

Fields – ARNT TACC3 PPI	E-sel inducer	RAD54 inh	esBAF inh	ERp5 inh	RAD52 inh	Casp6 inh	PglD inh
- COc1cc(CC(=O)OCC(=O)NC2CCCCCC2)cc(OC)c1OC
    -6	0.6	-1	-1	0	-14	-2	-1
- CCCC(=O)N1CC2(CCN(Cc3nccs3)CC2)c2c([nH]c3cc(OC)ccc23)[C@@H]1CO
    x	0.3	x	x	1	4	3	x
- COc1cccc(C2=CC(=O)CCC2)c1
    -4	0.5	-6	-11	x	x	x	-1
- C[C@H]1CN([C@@H](C)CO)C(=O)c2cccc(NC(=O)Nc3ccc(F)cc3)c2O[C@@H]1CN(C)Cc1ccc(C(F)(F)F)cc1
    -7	1.0	-2	-5	-5	-5	1	10
- Cn1ccsc1=NC(=O)c1ccc(=O)[nH]c1
    2	x	7	-6	2	-11	2	-3
- CC1CCN(c2ccc(C(=O)OCC(=O)NCCN3C(=O)CSC3=O)cc2[N+](=O)[O-])CC1
    -1	13	x	x	-3	4	1	x
- O=C1CCCN1S(=O)(=O)c1ccc(F)cc1
    11	x	2	-3	4	-30	1	-5
- COc1ccccc1CCC(=O)Nc1ncc(C)s1
    -6	2.9	11	39	-1	-15	-2	-3
- Cc1ccccc1CNC(=O)CCc1ccccc1
    -3	x	2	x	u	-6	2	-2
- COc1ccc(NC(=O)C(c2ccc(OC)cc2)n2c(=O)c(-c3ccco3)nc3ccccc32)cc1 (centres undefined)
    x	-0.1	x	x	-6	-34	0	x
- O=C(Nc1cccnc1)c1cc(F)c(F)cc1Cl
    0	x	2	0	8	-3	0	3
- C[C@@H]1CN([C@@H](C)CO)C(=O)c2cc(/C=C/c3ccccc3)cnc2O[C@@H]1CN(C)Cc1cccnc1
    5	0.0	-8	5	-3	0	1	1
- COc1ccc(C(=O)c2ccccc2)cc1
    -3	-0.1	x	x	-1	-8	0	x
- S=C(NCc1ccc2c(c1)OCO2)NC1CCN(Cc2ccccc2)CC1
    x	0.0	5	-3	-14	-19	-7	4
- O=C(CSc1nnc(-c2cccnc2)o1)OC1CCCCC1
    -1	x	-4	-2	x	x	x	-2
- COc1ccc(C)cc1NC(=O)NNC(=O)c1cc2ccccc2cc1O
    -2	-0.2	-1	-2	-6	-41	10	-9
- N#Cc1nc(COc2ccccc2)oc1N1CCN(c2cccc(Cl)c2)CC1
    -5	x	-8	-9	x	x	x	-3
- CCCN1CCCCC(NC(=O)c2ccc3ccccc3c2)C1=O (centres undefined)
    x	-0.2	x	x	10	-41	6	x
- CCC(=O)Nc1ccc2c(c1)C(=O)N(C)[C@@H]1CC[C@H](CC(=O)O)O[C@H]1CO2
    0	0.1	-1	0	-4	-9	-4	18
- CCCc1nc2ccccc2c(=O)n1CC(=O)c1ccccc1
    x	22	x	x	1	-6	-1	x
- Cc1ccc(S(=O)(=O)Nc2ccc3c(c2)C(=O)N([C@H](C)CO)C[C@@H](C)[C@@H](CN(C)C(=O)c2ccncc2)OCCCC[C@@H](C)O3)cc1
    -2	x	12	-6	x	x	x	0
- CC[C@@]1(c2ccccc2C)C(=O)N(C(=O)OC)N1C(=O)OC
    -19	-0.1	-11	-9	-2	-7	x	6
- CO[C@H]1CN(C)C(=O)c2ccc(NC(=O)c3ccc(F)cc3)cc2OC[C@H](C)N(C)C[C@@H]1C
    x	0.4	x	x	3	12	0	x
- CCN(CC(=O)Nc1c(F)cccc1F)C(=O)c1n[nH]c2ccccc12
    -1	0.3	5	x	-5	-15	-3	3
- CCOC(=O)N1CCC(NC(=O)CS(=O)Cc2nc(-c3ccccc3C)oc2C)CC1 (centres undefined)
    -4	x	-3	-1	-1	-10	3	-1
- O=C(Nc1ccccc1N1CCOCC1)C1CCCCN1S(=O)(=O)c1ccccc1 (centres undefined)
    -25	3.0	x	x	3	-30	-5	x
- O=C(Nc1scc(-c2ccccc2)c1C(=O)O)c1ccco1
    2	x	-13	27	x	x	x	4
- Cc1nn(C)cc1CN1CCCC(C(=O)c2ccc(-c3ccccc3)cc2)C1 (centres undefined)
    x	x	7	-15	-2	-7	-6	-2
- O=c1[nH]c(-c2ccccc2)c(-c2ccccc2)[nH]1
    0	x	-13	-7	x	x	x	0
- Cc1ccc(/C=N/NC(=O)c2ccc(-c3ccccc3)cc2)o1
    0	x	5	-3	0	-18	-8	-3
- C[C@H]1CN([C@@H](C)CO)C(=O)c2cccc(NC(=O)c3nc4ccccc4s3)c2O[C@H]1CN(C)C(=O)Nc1cccc2ccccc12
    7	0.6	-1	3	2	-18	4	0
- c1ccc(CSc2nnc(-c3sccc3-n3cccc3)o2)cc1
    -4	x	1	2	x	x	x	2
- O=C(Nc1ccc(-c2csc(Nc3cccc(C(F)(F)F)c3)n2)cc1)c1cccc(C(F)(F)F)c1
    -5	1.0	-2	-4	14	-3	1	2
- CC[C@@]12C(=O)N(c3ccccc3)C(=O)N1[C@H](c1ccc(Br)cc1)[C@@H]1C(=O)N(C(C)(C)C)C(=O)[C@@H]12
    -2	0.1	5	-3	4	1	-10	0
- CCC1(C)Cc2c(sc3c2c(=O)n(-c2ccccc2)c(=O)n3C)CO1 (centres undefined)
    -1	x	-6	-5	x	x	x	2
- O=C(CN1CCN(C(=O)C2CCN(C(=O)/C=C/c3ccccc3)CC2)CC1)Nc1ccccc1Cl
    7	x	-14	x	3	-9	-5	-3
- CCCC#Cc1ccc2c(c1)O[C@@H](CN(C)C(=O)CC1CC1)[C@@H](C)CN([C@@H](C)CO)S2(=O)=O
    7	-0.1	-8	6	-2	6	2	-1
- COc1ccccc1NC(=O)N[C@H]1CC[C@@H](CCNS(=O)(=O)c2ccccc2)O[C@H]1CO
    1	0.0	2	2	1	11	-14	-8
- COc1ccc(S(=O)(=O)Nc2ccc3c(c2)C(=O)N([C@@H](C)CO)C[C@H](C)[C@@H](CN(C)C)O3)cc1
    x	-6.5	2	1	-2	-4	-1	5
- COC(=O)[C@]12C[C@H](CC(=O)N3CCCCC3)C(=O)N(CCC3=CCCCC3)C1=C[C@H](COCc1ccccc1)O[C@@H]2C
    x	-0.1	x	x	5	-12	-3	x
- Cc1ccc(S(=O)(=O)N2C[C@H]3C(=O)C[C@@H]4C(=O)N(c5ccccc5)C(=O)[C@@H]4[C@@H]3C[C@@H]2c2ccccc2)cc1
    x	x	13	-5	1	-10	-1	-5
- CCCN(CC(=O)Nc1ccc(F)c(F)c1F)C(=O)c1cc(S(=O)(=O)N(C)C)ccc1N1CCCC1
    4	-0.6	8	17	-3	4	0	-1
- CO[C@H](CN(C)C(=O)C1CC1)[C@H](C)CN(C(=O)Nc1ccc(C(F)(F)F)cc1)[C@@H](C)CO
    6	0.1	8	0	16	-11	9	-1
- Cc1cc(NC(=O)Cc2cn(C)c3ccccc23)ccc1Oc1cccnc1
    x	1.7	x	x	1	-92	0	x
- CCOC(=O)C1C(=O)C=C(c2ccccc2)CC1c1ccccc1 (centres undefined)
    3	-0.7	-4	-1	6	-8	-1	0
- CCC(=O)N(C)C[C@@H]1Oc2cc(C3=CCCC3)ccc2S(=O)(=O)N([C@@H](C)CO)C[C@@H]1C
    26	0.5	-7	9	-3	7	-2	3
- c1ccc2c(c1)CCN(c1nc(CN3CCOCC3)nc3sc4c(c13)CCCC4)C2
    9	-0.7	5	-10	-1	-68	1	-7
- O=C(/C=C/c1cccc([N+](=O)[O-])c1)NCCN1C(=O)S/C(=C\c2cccnc2)C1=O
    -2	6.4	x	x	7	-16	-1	x
- CC1(c2nnnn2Cc2ccccc2)CCC(=O)N1CCCN1CCOCC1 (centres undefined)
    x	6.6	x	x	3	-10	-1	x
- CC(C)CCN1C(=O)CC(NNC(=O)c2ccc(S(=O)(=O)N3CCCC3)cc2)C1=O (centres undefined)
    1	9.0	8	-3	2	-29	5	4
- CN(Cc1ccccc1)C(=O)c1ccc(NC(=O)Cc2ccc(NC(=O)C3CCCN(C(=O)CCc4ccccc4)C3)cc2)cc1 (centres undefined)
    -4	-1.7	3	-3	6	-20	-3	-3
- CCCNC(=O)N[C@H]1CC[C@H](CCNS(=O)(=O)c2cccc(F)c2)O[C@@H]1CO
    -9	-0.4	-2	3	-3	3	0	3
- CCc1[nH]nc2c1C1(CCOC1C)C(C#N)=C(N)O2 (centres undefined)
    1	x	-4	-4	x	x	x	-3
- Cc1ccc(NC(=O)CCc2nnc3ccc(N4CCOCC4)nn23)cc1C
    16	0.3	2	-12	5	1	0	0
- CCOc1ccc(OCC)c(NC(=O)C2CCCN(C(=O)c3ccc(Cl)cc3)C2)c1 (centres undefined)
    x	4.5	-2	2	-9	-8	3	-5
- CCc1c(C)nc(SCC(=O)N2CCCCC2CC)[nH]c1=O (centres undefined)
    -7	0.0	x	3	0	4	0	x
- COc1ccc(CNC(=O)c2ccc(CS(=O)(=O)c3ccc(Br)cc3)o2)cc1
    -3	0.0	6	3	2	-20	-1	-4
- C/C(=C1\SC(N2CCOCC2)=NC1=O)c1ccc(C)cc1
    -5	x	1	-10	x	x	x	8
- C/C(=C\c1ccccc1)C(=O)Nc1ccc(S(=O)(=O)Nc2ncccn2)cc1
    -7	-0.1	x	x	4	2	-2	x
- CC(C)OC(=O)c1cc(-c2ccc(C=O)o2)ccc1Cl
    2	-3.1	x	x	-3	-9	5	x

2 compounds drawn at random from the list so far:
Fields – ARNT TACC3 PPI	E-sel inducer	RAD54 inh	esBAF inh	ERp5 inh	RAD52 inh	Casp6 inh	PglD inh
- CC[C@@]12C(=O)N(c3ccccc3)C(=O)N1[C@H](c1ccc(Br)cc1)[C@@H]1C(=O)N(C(C)(C)C)C(=O)[C@@H]12
    -2	0.1	5	-3	4	1	-10	0
- O=C(CSc1nnc(-c2cccnc2)o1)OC1CCCCC1
    -1	x	-4	-2	x	x	x	-2

More entries follow:
Fields – ARNT TACC3 PPI	E-sel inducer	RAD54 inh	esBAF inh	ERp5 inh	RAD52 inh	Casp6 inh	PglD inh
- O=C(CN1C(=O)NC2(CCc3ccccc32)C1=O)NCc1ccc(Cl)cc1 (centres undefined)
    -1	x	-2	-1	-1	-19	1	-6
- COc1ccccc1CNC(=O)COC(=O)Cc1ccc(Br)cc1
    4	1.8	-2	-7	6	-6	1	-3
- COc1ccc([N+](=O)[O-])cc1NC(=O)COC(=O)c1ccccc1O
    -1	1.0	5	-8	3	-9	-1	-2
- COc1ccc(CCNc2nc(=O)[nH]nc2C)cc1OC
    2	x	4	-3	x	x	x	-1
- CCC(Sc1nc2sc(C(=O)OC)c(C)c2c(=O)n1N)C(=O)N(CC)CC (centres undefined)
    4	x	11	6	x	x	x	2
- O=C(Nc1ccc(F)cc1)c1nc[nH]c1C(=O)Nc1ccccc1[N+](=O)[O-]
    -3	x	5	-3	x	x	x	1
- NC(=O)c1ncn([C@@H]2O[C@H](CNCc3cccc(OC4CCCC4)c3)[C@@H](O)[C@H]2O)n1
    -14	-0.1	2	3	-3	-16	-1	-3
- O=c1oc(Nc2ccccc2F)nc2ccccc12
    1	x	-4	30	x	x	x	7
- C[C@H](O)C#Cc1ccc2c(c1)O[C@@H](CN(C)C(=O)C1CCCCC1)[C@@H](C)CN([C@@H](C)CO)S2(=O)=O
    9	x	3	0	2	-13	1	1

High-throughput results from PubChem.
